# AT treatment: potential ataxia-telangiectasia treatments restoring KAP-1 phosphorylation. […] A-T fibroblasts, KAP-1 phosphorylation AlphaLISA; neocarzinostatin DNA damage 30 min before lysis. Potency, µM (series often up to 57.5 µM), inactives show top-dose activation, usual class: activators. hit rate 0.19% among 320,000. AID 485349; further: potency means the concentration at half of the fitted maximal effect; % of control where 0% means no effect; nearly all actives have a fitted effect of over 45% in size
#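 hTERT-immortalized A-T patient fibroblasts ([…]), 500 cells/well in OPTI-MEM, 1% FBS, got compounds for 60 min, then NCS for 30 min at 37C. Lysates were then assayed for phospho-KAP-1 by AlphaLISA (anti-pKAP1 donor, anti-KAP1 acceptor beads), 6 hr at 25C.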
# Eya2 inh: inhibitors of human Eya2 phosphatase activity; O00167; recombinant Eya2, OMFP fluorescence dephosphorylation (OMFP is methylfluorescein phosphate); Potency, µM (top dose mostly 76.9 µM), without a hit: at the highest dose activity, negative = inhibition, most hits filed as inhibitors; hit rate 0.006% among 330,000; further: potency means the concentration at half of the fitted maximal effect; on the % scale 0 is the no-effect control and ±100 the full control effect
#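 Eya2 (0.2 uM) preincubated 10 min at ambient with compound, then OMFP substrate added at 50 uM; 10 min reaction in 50 mM HEPES pH 7.5, 50 mM NaCl, 5 uM MgCl2, 0.05% BSA, 1 mM DTT. Fluorescence read at Ex 485/Em 525 nm.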
# BCR signal inh: inhibitors of chronic active B-cell receptor signaling | Potency, µM (doses to about 46.1 µM), for the others: top-dose ratio change, negative = lower green/red ratio, actives largely listed as inhibitors | ABC-DLBCL IkBa-CBG/CBR reporter, luminescence ratio, 4 h | hit rate 0.05% among 340,000; active means well fitted inhibition curve with a large enough effect in the signal ratio, with a control signal flat, not every such curve was filed as active; inconclusive means small, poorly fitted or top-dose-only effect, or effect the other way, or a change in a side signal; the % refers to the signal ratio;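 further: potency means the concentration at half of the fitted maximal effect; plate controls were basal doxycycline-induced cells for no effect and cells given 10 µM MG132 for full effect; MG132 reads +100%, hits lower the ratio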
#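 TMD8 ABC-DLBCL cells carrying doxycycline-inducible green luciferase fused to IkappaBalpha plus unfused red luciferase were exposed to compounds (up to 46 uM) for 4 hrs at 37C. Activity came from the overlap-corrected green/red luminescence ratio.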
# Tb PFK block: blocks T. brucei phosphofructokinase; hit rate 0.17% among 330,000; T. brucei PFK, ADP-Glo luminescence; O15648; AID 485367; Potency, µM (titrated, usually from 57.5 µM), for inactives: at the highest dose activity, negative = inhibition, usual class: inhibitors;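 further: potency means the concentration at half of the fitted maximal effect; 0% = uninhibited 1x PFK enzyme wells and -100% = no-enzyme wells; nearly all actives have a fitted effect of over 60% in size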
# Target sequence (O15648 whole entry, looked up): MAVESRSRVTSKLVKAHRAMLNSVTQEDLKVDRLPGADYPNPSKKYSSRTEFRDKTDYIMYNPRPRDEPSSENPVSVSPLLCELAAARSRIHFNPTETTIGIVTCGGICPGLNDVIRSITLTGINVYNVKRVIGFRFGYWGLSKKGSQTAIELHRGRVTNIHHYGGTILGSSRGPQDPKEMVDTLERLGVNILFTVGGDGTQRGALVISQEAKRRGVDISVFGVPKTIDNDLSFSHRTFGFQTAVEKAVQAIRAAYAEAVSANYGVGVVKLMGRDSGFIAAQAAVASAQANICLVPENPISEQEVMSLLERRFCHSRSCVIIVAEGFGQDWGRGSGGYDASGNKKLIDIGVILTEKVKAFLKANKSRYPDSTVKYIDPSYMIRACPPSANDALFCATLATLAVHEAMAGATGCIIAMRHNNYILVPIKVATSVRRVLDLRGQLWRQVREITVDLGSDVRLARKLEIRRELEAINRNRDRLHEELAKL
#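 1.25 nM PFK with 0.5 mM F6P and 0.1 mM ATP in 0.1 M TEA pH 8.0, 5 mM MgCl2, incubated 45 min at room temperature; ADP measured by ADP-Glo luminescence; compounds titrated up to 57 uM.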
# TSHR antag: blocks TSH signaling through the human TSH receptor | activity change, negative = inhibition, % at 11.5 µM | hit rate 0.2% among 330,000 | TSHR-expressing cells, TSH-stimulated cAMP HTRF, 2 h; active compounds read low | P16473;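 active means activity change below a set negative limit, meaning inhibition stronger than a set level, cut at about -70% in these data; inconclusive means activity change between two set negative limits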; further: on the % scale 0 is the no-effect control and ±100 the full control effect
#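 Read-out is FRET at 665 nm (cryptate excitation 337 nm) from a cryptate-tagged anti-cAMP antibody, competed by cell cAMP against cAMP-d2. Compounds are tested on freshly harvested TSHR cells challenged with 4nM TSH (EC80) for 2 hours at 37 deg C.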
# PTAP TSG101 blk: blocks PTAP/TSG101 interaction to inhibit HIV-1 budding; Fluorescence polarization, FITC-PTAP peptide / Tsg101 binding; Potency, µM (series often up to 115 µM), for the others: at the highest dose activity change, negative = inhibition, hits mostly inhibitors; 340,000 tested, under 10 active; active means well fitted inhibition curve with a large enough effect in the main read-out, with a control signal flat, not every such curve was filed as active; inconclusive means small, poorly fitted or top-dose-only effect, or effect the other way, or a change in a side signal; inactive means no such curve, though single readings can be large or run the other way; further: potency means the concentration at half of the fitted maximal effect; % of control where 0% means no effect
#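 Steps: Tsg101 binding domain dispensed (10 uM final), compounds pinned in DMSO, FITC-labeled PTAP-motif peptide added (50 nM final); after 20 min binding at room temperature, polarization measured.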
# Mito fusion yeast: blocks mitochondrial division or promotes mitochondrial fusion. S. cerevisiae fusion-defective mutant growth rescue, CellTiterGlo 48 h. Potency, µM (doses to about 46.1 µM), without a hit: at the top dose growth rescue (activation), actives largely listed as activators. hit rate 0.23% among 320,000. AID 485298;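 further: potency means the concentration at half of the fitted maximal effect; % of control where 0% means no effect; nearly all actives have a fitted effect of over 45% in size; temperature-sensitive fusion mutants such as fzo1-1 at 37 °C on non-fermentable ethanol glycerol medium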
#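 Temperature-sensitive fusion-defective S. cerevisiae (e.g. fzo1-1, mgm1-5) were grown with compound in YPEG medium (3% ethanol, 3% glycerol) for 48 hours at 37C. Growth rescue was measured as viability by CellTiterGlo luminescence after 10 minutes at ambient.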
# ASM inhibitor: inhibitors of human secretory acid sphingomyelinase; P17405; placental ASM, HMU-PC fluorogenic substrate, 60 min; Potency, µM (doses to about 57.5 µM), for the others: at the highest dose activity change, negative = inhibition, usual class: inhibitors; hit rate 0.006% among 340,000; further: potency means the concentration at half of the fitted maximal effect
# Target sequence (P17405 47-631 limits assumed): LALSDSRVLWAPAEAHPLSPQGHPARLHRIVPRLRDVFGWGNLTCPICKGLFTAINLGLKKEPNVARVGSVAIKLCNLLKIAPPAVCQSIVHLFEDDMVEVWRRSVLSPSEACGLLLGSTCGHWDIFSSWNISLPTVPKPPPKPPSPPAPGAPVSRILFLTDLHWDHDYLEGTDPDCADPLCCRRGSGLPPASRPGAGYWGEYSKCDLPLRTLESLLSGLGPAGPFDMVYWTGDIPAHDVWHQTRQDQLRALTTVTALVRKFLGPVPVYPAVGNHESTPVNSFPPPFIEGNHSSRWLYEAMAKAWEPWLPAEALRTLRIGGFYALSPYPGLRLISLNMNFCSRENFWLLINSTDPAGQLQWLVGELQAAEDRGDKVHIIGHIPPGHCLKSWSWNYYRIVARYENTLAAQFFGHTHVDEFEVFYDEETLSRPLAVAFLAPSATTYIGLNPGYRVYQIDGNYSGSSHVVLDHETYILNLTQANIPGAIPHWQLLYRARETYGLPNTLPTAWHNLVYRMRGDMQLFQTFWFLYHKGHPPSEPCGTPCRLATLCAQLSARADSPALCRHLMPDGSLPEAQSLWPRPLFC
#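 Human placenta-derived ASM enzyme was preincubated with compound for 10 minutes at room temperature, then given fluorogenic substrate HMU-PC0 (9 uM final) for 60 minutes at 37 °C; a pH 10 stop preceded fluorescence reading at Ex 386/Em 447 nm.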
# a7 integrin act: activators of alpha7 integrin expression for muscular dystrophy | alpha7betagal myoblasts, beta-gal FDG fluorescence, 48 h | Potency, µM (doses to about 38.3 µM), inactives show top-dose activation, actives largely listed as activators | hit rate 0.064% among 350,000 | AID 624291;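 further: potency means the concentration at half of the fitted maximal effect; 100% = response of the positive control SU9516; nearly all actives have a fitted effect of over 60% in size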
#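 Alpha7betagal+/- myoblasts (passage 13) were plated 16-24 hr, then exposed to compounds (1:260 dilution of DMSO stock) for 48 hours at 37C. After MPER lysis, β-galactosidase reporter activity was read as FDG fluorescence (ex 480/em 540) after 30 minutes.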
# ELG1 DNA repair: inhibitors of ELG1-dependent DNA repair in HEK293T cells | Potency, µM (top dose mostly 46.1 µM), inactives show at the highest dose activity change, negative = inhibition, usual class: inhibitors | HEK293T ELG1-luciferase reporter, luminescence, 16 h; DNA damage induced by 5-fluorouridine | AID 504467 | hit rate 2.3% among 330,000; further: potency means the concentration at half of the fitted maximal effect; on the % scale 0 is the no-effect control and ±100 the full control effect; nearly all actives have a fitted effect of over 55% in size
#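 Reporter activity after DNA damage by 5-fluorouridine is monitored. Compound-treated cells incubate 16 hr at 37 °C, then ONE-Glo is added for 30 min before luminescence reading.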
# TCR activator: activators of T cell receptors | primary human leukocytes, anti-CD3, IL-2 HTRF, 48 h | Potency, µM (series often up to 9.22 µM), inactives show top-dose activation of IL-2 secretion, actives largely listed as activators | 330,000 tested, under 10 active; further: % of control where 0% means no effect
#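 Human primary leukocytes + a-CD3 beads + cpd, 48 hr; IL-2 in supernatant by HTRF (ex 320nm / em 665nm). No co-stimulatory signal supplied.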
# * hit, by the source's call; ? = inconclusive; nt = not tested or not shown; [ ] = dose if it differs, or a comment. Unless noted, the call rests on the fitted dose curve; in most records, active means well fitted curve in the direction sought with a large enough effect; inconclusive means small, poorly fitted or top-dose-only effect, or another doubt; inactive means no such curve, though single readings can be large; an effect the other way counts as inactive or inconclusive.
# Value order – AT treatment	Eya2 inh	BCR signal inh	Tb PFK block	TSHR antag	PTAP TSG101 blk	Mito fusion yeast	ASM inhibitor	a7 integrin act	ELG1 DNA repair	TCR activator
> COc1ccccc1CNC(=O)c1ccc2c(=O)n3c(nc2c1)CCCCC3
    5%	6%	-2%	2%	-3	-3%	1%	0%	-8%	-9%	-1%
> CCCCC(=O)Nc1cnc(NC(=O)c2cccs2)cc1C
    -9%	-6%	?	7%	-6	-2%	-3%	-2%	-3%	?	1%
> COC(=O)c1cc2c(-c3ccccc3)cc3ccccn3c-2c1C(=O)OC
    1%	-13%	17%	-3%	-1	-11%	6%	?	9%	23µM*	-1%
> O=C1OCCC1Sc1nc2ccccc2n1-c1ccccc1 (centres undefined)
    -6%	12%[15.4 µM]	0%	1%	-17	-4%	-2%	0%	20%	2%	2%
> Cc1cc([N+](=O)[O-])nn1CC(=O)NCc1ccc(Cl)cc1
    0%	0%	-1%	-1%	9	2%	4%	-1%	-14%	?	7%
> Cc1cc(C=O)c(C)n1-c1ccc(N2CCOCC2)c([N+](=O)[O-])c1
    -15%	5%	-3%	-1%	6	-7%	5%	-1%	24%	9%	-5%
> CCCOc1ccc(CC(=O)N/N=C\c2ccc(F)cc2)cc1
    -2%	-22%	?	0%	16	-4%	-4%	-5%	-10%	-1%	nt
> C#CCOCCOCCOCCNc1nc(N2CCN(C(=O)[C@H](CCC(=O)O)n3cc(C(N)Cc4ccc(O)cc4)nn3)CC2)nc(N2CCN(C(=O)[C@H](Cc3cc4ccccc4[nH]3)n3cc(C(N)CC(C)C)nn3)CC2)n1 (some centres undefined)
    -12%	-1%	-16%	-7%	-13	nt	-2%	nt	nt	1%	nt
> CC(=O)C1=C(C)NC(=S)NC1c1cc([N+](=O)[O-])ccc1O (centres undefined)
    -3%	-1%	2%	-13%	-4	-2%	4%	0%	30%	2%	0%
> O=C(Nc1ccc(Oc2ccccc2)nc1)C1CCCCN1Cc1cccc(OCCO)c1 (centres undefined)
    2%	1%	19%	0%	0	0%	9%	-2%	-20%	1%	1%
> S=c1oc(-c2ccncc2)nn1CCc1ccncc1
    -1%	14%	?	0%	2	0%	-1%	-2%	5%	-8%	-8%
> COC(=O)c1cc(COc2ccc3c4c(c(=O)oc3c2)CCCC4)c(C)o1
    1%	-15%	4%	-2%	-5	-8%	-1%	43%[activator]	-22%	3%	-2%
> COc1ccc(OC(C)C(=O)Nc2cccnc2)cc1 (centres undefined)
    nt	-8%	7%	-2%	-7	-5%	1%	2%	-2%	-5%	-4%
> c1ccc(Cn2nnc3c(Nc4ccc5c(c4)OCO5)nc(C4CC4)nc32)cc1
    -5%	-11%	6%	4%	-5	-3%	4%	162%[activator]	12%[7.66 µM]	-9%	nt
> N=c1sccn1CC(=O)NCCc1ccc(Cl)cc1
    -3%	13%	1%	-4%	1	-6%	-5%	-2%	-3%	3%	nt
> CN(CC(=O)NC1CC(C)(C)NC(C)(C)C1)S(=O)(=O)c1ccc(Br)cc1
    2%	-4%	-3%	-6%	-7	-2%	-1%	nt	-23%	-4%	6%
> Cc1cc(C)c2cc(C#N)c(SCC(=O)Nc3ccc4c(c3)OCO4)nc2c1
    24%	4%	-6%	2%	1	-1%	-7%	1%	-7%	-6%	5%
> Cc1ccc2c(C(=O)CN3CCC(C(N)=O)CC3)c(C)[nH]c2c1
    -6%	4%	?	1%	8	nt	-4%	nt	nt	0%	nt
> COc1ccc(NC(=O)CSc2nnc(CNc3ccc(F)cc3)o2)c(OC)c1
    0%	19%	4%	-29%	4	-9%	0%	-2%	21%	-6%	8%
> COc1cc([N+](=O)[O-])ccc1NC(=O)NNC(=O)C(C)Oc1ccc(F)cc1F (centres undefined)
    -5%	-8%	0%	4%	-8	-1%	-1%	-3%	-24%	?	0%
> O=C1CC(=O)c2c1cccc2[N+](=O)[O-]
    -2%	-11%	-7%	17%	-3	nt	-1%	nt	nt	-9%	nt
> CC(C)c1ccc(NC(=O)C2CCCN(S(=O)(=O)c3cccnc3)C2)cc1 (centres undefined)
    16%	-1%	-10%	7%	46	2%	-1%	2%	-7%	?	-4%
> Cc1ccc(NC(=O)/C=C/c2ccc([N+](=O)[O-])s2)cc1
    -7%	0%	?	0%	-6	-1%	-2%	-3%	-47%[inhibitor]	?	4%[46.1 µM]
> Nc1cc(N)nc(SCC(=O)NC(=O)NC2CCCC2)n1
    -2%	-3%	3%	0%	5	-5%	-14%	-4%	-1%	17%	6%
> COc1ccccc1CN1CC(C(=O)N(C)Cc2[nH]c3ccccc3c2C)CCC1=O (centres undefined)
    -2%	5%	-1%	-12%	-9	-4%	3%	3%	-1%	0%	-6%
> COc1ccc(C(=O)OCC(=O)NC(C)(C)C)cc1[N+](=O)[O-]
    -1%	-11%	2%	-1%	7	-4%	-2%	1%	13%	0%	-3%[46.1 µM]
> C/C(=N/NS(=O)(=O)c1ccc(F)cc1)c1ccncc1
    -2%	-15%	1%	-1%	-8	-1%	1%	-2%	10%	1%	1%
> Cc1ccc(Cn2c(C)nc3c(c2=O)c2nc4ccccc4nc2n3Cc2ccco2)cc1
    nt	-16%	?	-22%	10	0%	16%	363%[activator]	-11%	?	1%
> COCCNC(=O)c1ccccc1NS(=O)(=O)c1ccc(Br)s1
    9%	15%	?	1%	-10	-12%	6%	0%	3%[7.66 µM]	-10%	nt
> C[C@]12c3[nH]c4cc(-c5ccco5)ccc4c3CCN1C(=O)[C@@H](CC(=O)NCCCn1ccnc1)C[C@@H]2C(=O)N1CCOCC1
    11%	-7%	3%	3%	-8	-4%	nt	19%	18%	1%	9%[46.1 µM]
> CCC(C)C(NC(=O)OCc1ccccc1)C(=O)NCC(c1ccccc1)N(C)C (centres undefined)
    -1%	1%	4%	-3%	-3	-2%	-1%	4%	1%	-1%	-12%
> COc1cccc(-n2nnc3c(=O)n(CC(=O)Nc4ccccc4C)cnc32)c1
    -2%	-6%	-1%	-3%	2	-3%	5%	6%	6%	?	-25%
> CCOC(=O)CC1COCCN1Cc1cn(C)nc1-c1ccccc1F (centres undefined)
    -3%	7%	7%	13%	-8	-1%	0%	-1%	-9%	8%	-3%
> CC(C)Oc1ccc(C(=O)Nc2c3c(nn2C(C)(C)C)CS(=O)(=O)C3)cc1
    6%	-5%	-1%	-3%	4	-4%	-3%	-1%	-1%	17%	-2%
> CCN(CC)C(=O)[C@H]1C[C@H](CC(=O)NCC23CC4CC(CC(C4)C2)C3)C(=O)N2CCc3c([nH]c4cc(CCC(=O)N(C)C)ccc34)[C@]12C
    5%[11.5 µM]	0%	?	1%	-1	0%	nt	0%	-8%	-9%	-1%[46.1 µM]
> Cc1ccccc1NS(=O)(=O)c1nnc(NC(=O)c2ccc(Br)cc2)s1
    8%	-8%	?	11%	-33	-2%	5%	0%	0%	18%	-2%
> Cc1[nH]nc2c1C(C(C)c1ccccc1)C(C#N)=C(N)O2 (centres undefined)
    0%	6%	?	-3%	-9	-8%	-6%	-5%	0%	-22%	5%
> O=C(NCCN1C(=O)S/C(=C\c2ccccc2F)C1=O)C1=COCCO1
    -7%	-5%	?	1%	-13	-2%	21%	0%	-39%	-2%	3%
> COc1ccccc1OCCC(=O)OCC(=O)Nc1cc(S(=O)(=O)N(C)C)ccc1Cl
    -17%	-27%	?	2%	-3	-2%	0%	1%	-30%	11%	-4%
> O=C(Nc1cccc(F)c1)c1ccc2c(c1)OCO2
    -2%	-21%	?	6%	-1	-3%	-1%	-2%	17%	?	18%
> O=C(NC(=S)Nc1ccc(S(=O)(=O)Nc2nccs2)cc1)c1ccc(Br)o1
    2%	-15%	?	-2%	-7	0%	-4%	-5%	5%	-12%	-6%
> CSc1cccc(NC(=O)Cc2ccccc2[N+](=O)[O-])c1
    2%	-18%	2%	-5%	-3	-1%	1%	-3%	1%	21%	2%

# From PubChem BioAssay
